influenza NS1A = NS1A inhibition, H1N1 influenza, cell based functional assay (AID 504329). NS1A functional cell-based assay, percent inhibition; higher % means a stronger effect. one-dose inhibition, % at 12.5 µM; IC50 in µM for titrated hits. 340,000 tested, 0.3% active; in the data active = a potency from the dose series; inconclusive = inhibition above about 27% without an active follow-up result; note: strong numbers were not always called active
PhoP GFP inhibition = Inhibition of PhoP regulon, Salmonella typhi GFP reporter cells, confirmation, 4 h (AID 1850) | Salmonella Typhi PhoP-promoter GFP reporter, fluorescence, 4 h; higher % means a stronger effect | inhibition, % at 50 µM, or IC50 in µM where a hit was titrated | 310,000 tested, 0.33% active; in the data active = a potency from the dose series; inconclusive = inhibition mostly from about 25% at the one dose, without a potency; inactive = the rest, 99 in 100 with inhibition below about 19%;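 note: 0% = induced wells with vehicle and 100% = uninduced wells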
H37Rv inhibition = M. tuberculosis growth inhibition, HTS (AID 449762) | inhibition, % at 25 µM; hits with a dose series show IC50 in µM | M. tuberculosis H37Rv growth inhibition, 7H9 media; higher % means a stronger effect | 330,000 tested, 0.59% active; in the data active = a potency from the dose series; inconclusive = inhibition above about 70% without an active follow-up result;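 note: bacterial growth assessed after seven days of incubation; strong numbers were not always called active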
M. tuberculosis = growth inhibition of non-replicating M. tuberculosis (AID 488890); Mycobacterium tuberculosis non-replicating, growth inhibition; higher % means a stronger effect; one-dose inhibition, % at 25 µM; IC50 in µM for titrated hits; 320,000 tested, 0.39% active; in the data active = a potency from the dose series; inconclusive = inhibition mostly from about 82% at the one dose, without a potency; inactive = the rest, 99 in 100 with inhibition below about 76%;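 note: plate controls were DMSO cells for no effect and high antibiotic wells for full effect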
inhibitors of VEEV = inhibitors of VEEV TC-83 cytopathic effect, confirmation, Vero cells (AID 588727); 350,000 tested, 0.13% active; Vero cells, VEEV TC-83 cytopathic effect inhibition; higher % means a stronger effect; inhibition, % at 20 µM; hits with a dose series show IC50 in µM; in the data active = a potency from the dose series; inconclusive = inhibition mostly from about 14% at the one dose, without a potency; inactive = the rest, 99 in 100 with inhibition below about 12%; note: strong numbers were not always called active
inhibitors of VEEV 10K pilot screen = recorded beside inhibitors of VEEV, whose call it bears; inhibition, %; measured here: 10K pilot screen inhibition
The depositor's hits bear a star; i = inactive; ? = inconclusive; . = not tested or not shown; & = joins results of further samples.

SMILES | influenza NS1A | PhoP GFP inhibition | H37Rv inhibition | M. tuberculosis | inhibitors of VEEV | others
O=C(/C=C/c1cccs1)NC(=S)Nc1ccccc1 | 1.4% | 1.5% | -6.9% | ? | i
Cc1ccc(-c2noc(CN(C(=O)c3cccs3)C(C)C)n2)cc1 | -0.5% | -9.9% | -4.6% | 7.0% | 0.1%
CN(CC(=O)Nc1ccc(Br)cc1)Cc1ccccc1 | 2.6% | -7.6% | 9.7% | ? | 0.2%
O=C(CN1CCC(C(=O)c2ccc3c(c2)OCCO3)CC1)NCc1ccccc1 | -2.0% | 0.7% | 2.0% | -0.5% | i
CC(CC(=O)N1CCc2ccccc21)S(=O)(=O)c1ccc2c(c1)NC(=O)CO2 (centres undefined) | 4.2% | -36.5% | 12.5% | 10.1% | 0.7%
CCOP(=O)(OCC)C(Nc1ccccn1)c1ccc(F)cc1 (centres undefined) | -5.1% | -3.8% | 0.7% | 2.8% | 2.6%
Cc1ccc(NC(=O)CN(c2cc(C)cc(C)c2)S(=O)(=O)c2c(C)noc2C)nc1 | 0.9% | -2.4% | -2.0% | 20.2% | 7.5%
C/C(=N\NC(=O)c1nnn(-c2nonc2N)c1CN1CCCCCC1)c1ccc(Br)cc1 | -9.6% | 7.1% | -2.7% | -8.8% | 0.6%
COc1ccc([C@@H]2[C@@H]3C(=O)N(C(C)(C)C)C(=O)[C@@H]3[C@]3(C)C(=O)N(c4ccccc4)C(=O)N23)cc1 | 12.0% | -5.0% | 6.7% | 11.2% | i
O=C(O)c1cccc(S(=O)(=O)Nc2ccc(O)cc2Sc2nc3ccccc3s2)c1 | 1.3% | -4.2% | 3.5% | -21.8% | 0.2%
O=C(c1ccco1)N1CCN(Cc2nc3ccccc3[nH]2)CC1 | 1.5% | . | 4.1% | 5.2% | 1.6%
Cn1nc(C(C)(C)C)c([N+](=O)[O-])c1C(=O)NC(C)(C)C | 1.7% | -3.9% | 4.2% | -1.3% | 1.2%
COc1ccc2c(c1)CCCC21NC(=O)N(CC(N)=O)C1=O (centres undefined) | -3.9% | 2.0% | 0.1% | 4.4% | i
CCCCCn1c(CCNC(=O)CCC)nc2ccccc21 | -2.8% | 7.1% | -2.1% | 5.5% | 0.0%
COC(=O)C1=C(c2ccc(F)cc2OCc2ccccc2)C[C@@H]2CC[C@H]1N2C(=O)NCc1ccccc1C(F)(F)F | -1.1% | . | 0.0% | 8.4% | i

Entries above that contain fluorine (2):
SMILES | influenza NS1A | PhoP GFP inhibition | H37Rv inhibition | M. tuberculosis | inhibitors of VEEV | others
CCOP(=O)(OCC)C(Nc1ccccn1)c1ccc(F)cc1 (centres undefined) | -5.1% | -3.8% | 0.7% | 2.8% | 2.6%
COC(=O)C1=C(c2ccc(F)cc2OCc2ccccc2)C[C@@H]2CC[C@H]1N2C(=O)NCc1ccccc1C(F)(F)F | -1.1% | . | 0.0% | 8.4% | i

Next compounds follow:
SMILES | influenza NS1A | PhoP GFP inhibition | H37Rv inhibition | M. tuberculosis | inhibitors of VEEV | others
COc1ccccc1C(=O)Nc1cccc(Oc2c(F)c(F)c(F)c(F)c2F)c1 | . | -6.4% | 8.0% | -9.2% | i
COc1ccc(-c2cc(C(=O)Nc3ccc(S(=O)(=O)Nc4ncccn4)cc3)c3ccccc3n2)cc1 | -1.5% | 14.8% | 5.5% | 31.4% | 3.4%
Brc1ccc(C2Nc3cccc4cccc(c34)N2)cc1 | 8.7% | . | . | . | 1.2%
C=CCOc1ccc(C2C(C(=O)c3ccc(C)o3)=C(O)C(=O)N2Cc2cccnc2)cc1 (centres undefined) | -12.6% | -23.9% | 0.9% | 0.2% | 0.4%
CN(C(=O)CCN1C(=O)S/C(=C\c2ccccc2)C1=O)C1CCS(=O)(=O)C1 (centres undefined) | -1.5% | -8.3% | 2.3% | 4.0% | 2.6%
NC(=O)c1ccc[n+](Cc2ccc(-c3ccccc3)cc2)c1 | -2.8% | 8.4% | -1.2% | 0.0% | 0.5%
CN1CCN(C(=O)c2cc3nc(-c4ccco4)cc(C(F)(F)F)n3n2)CC1 | -5.0% | 14.1% | -2.3% | 9.6% | 0.2%
Cc1ccc(S(=O)(=O)Oc2cc(N)c3c(n2)CCC3)cc1 | 7.8% | -0.6% | 0.7% | -6.3% | 0.1%
CCOc1ccc(C(=O)OCC(=O)N2CCCC2)cc1OCC | 3.1% | -10.5% | 7.0% | 1.1% | 3.6%
O=C(Nc1ccc2c(c1)ncn2C1CCCCC1)c1ccco1 | -6.7% | -4.7% | -4.2% | 2.2% | 7.5%
Cc1ccc(S(=O)(=O)N[C@H](C(=O)OCC(=O)NC(=O)C2CCCCC2)C(C)C)cc1 | -13.8% | . | 2.9% | -0.3% | 0.6%
Cc1ccccc1NS(=O)(=O)c1ccc(C(=O)N2CCCC2)cc1 | -10.3% | 6.8% | -5.4% | -7.4% | i
CCOc1ccc(C(C)=O)cc1Cc1c(O)nc(N)[nH]c1=O | . | -0.3% | -2.7% | -0.4% | .
Cc1n[nH]c(C)c1S(=O)(=O)N1CCN(S(=O)(=O)c2ccccc2C#N)CC1 | -2.6% | . | -7.5% | -6.5% | 0.4%
CC(C)(C)c1ccc(C(=O)NCc2ccccc2)cc1 | 4.5% | 6.9% | 1.5% | 17.7% | 2.4%
O=C1CN(S(=O)(=O)c2ccccc2)CCN1S(=O)(=O)c1ccccc1 | 0.0% | -5.1% | -7.9% | 3.8% | 0.4%
O=c1c2ccccc2n2c(-c3ccc(F)cc3)nnc2n1Cc1ccccc1 | -1.7% | -6.4% | 5.5% | -10.6% | 0.2%
CN(C)c1ccc(-n2cccc2/C=C2/SC(=Nc3ccc(F)cc3)NC2=O)cc1 | -10.2% | 1.6% | 33.7% | -6.7% | 0.5%
Cc1cc(Br)ccc1NC(=O)CN(C)C(=O)CN1C(=O)NC(C)(C2CC2)C1=O (centres undefined) | -2.2% | . | 0.6% | -22.6% | 1.3%
CCCCOc1ccccc1C1NC(=O)NC(C)=C1C(=O)OCCOCC (centres undefined) | 0.9% | 12.6% | 10.0% | 5.4% | 1.0%
OC(COc1ccc2c(c1)CCC2)CN1CCN(c2ccccc2F)CC1 (centres undefined) | 0.8% | 1.8% | -5.2% | 71.5% | i
COc1ccc2cc(-c3cc(C(=O)OCC(=O)Nc4c(C)n(C)n(-c5ccccc5)c4=O)c4ccccc4n3)ccc2c1 | 2.7% | . | . | . | i
CCOC(=O)c1c(C)[nH]c(C)c1S(=O)(=O)NCCN1CCN(c2cc(Cl)ccc2C)CC1 | 7.5% | -3.5% | 8.4% | 53.0% | 3.5%
COc1cc(CNCc2ccc(OC)c3ccccc23)cc(OC)c1OC | 1.2% | 5.4% | 4.3% | 8.0% | i
O=C(COC(=O)c1cc(-c2cccs2)nn1-c1ccccc1)Nc1cccc([N+](=O)[O-])c1 | 7.8% | -1.6% | -1.3% | 52.0% | 0.1%
O=C(N[C@@H](Cc1ccccc1)C(=O)O)c1cccnc1 | -2.1% | -0.1% | -7.4% | 3.7% | 0.9%
CC1(C)Oc2ccc3ccc(=O)oc3c2/C(=C/NCCO)C1=O | -4.8% | 4.1% | 12.7% | 7.5% | 2.1%
O=S(=O)(N[C@@H]1C[C@H]2CC[C@@H]1C2)c1cccs1 | 3.4% | -2.1% | 4.1% | 23.9% | 1.7% | inhibitors of VEEV 10K pilot screen=1.1
O=C(Nc1ccccc1)Nc1ccc2ccccc2c1 | -8.6% | -7.2% | -9.1% | -13.5% | 0.2%
Cc1nn(-c2ccccc2)c(C)c1C(=O)OC(C)C(=O)Nc1ccc(C(N)=O)cc1 (centres undefined) | 8.0% | . | 0.0% | 8.9% | 0.2%
Cc1ccc(-c2nc3ncccc3o2)cc1NC(=O)C(C)(C)C | -12.8% | -7.0% | -24.9% | 9.3% | 0.9%
O=C(O)CC(NC(=O)C12CC3CC(CC(C3)C1)C2)c1cc([N+](=O)[O-])ccc1Cl (centres undefined) | -7.7% | -0.2% | 9.3% | -1.5% | 1.1%
COCc1c(C(=O)N/N=C/c2cccc3ccccc23)nnn1-c1nonc1N | -6.9% | -1.6% | -11.3% | -23.1% | 0.4%
CSc1ccc(NC(=O)N2CC=C(n3c(=O)[nH]c4ccccc43)CC2)cc1 | 4.0% | -9.7% | 0.0% | 58.6% | 7.7%
Cc1ccc(N2C(=O)/C(=C\c3ccc(C(C)C)cc3)N=C2SC2CCOC2=O)cc1 (centres undefined) | -6.4% | -7.7% | 22.2% | -14.3% | 1.3%
CCOC(=O)c1c(CSc2ccccc2)n(C)c2cc(Br)c(OC)c(O)c12 | -9.3% | -2.2% | ? | -13.1% | 0.2%
CCOc1ccc(CN(C)C(=O)c2cc3ccccc3o2)cc1OC | 5.9% | 12.0% | 1.0% | 6.9% | 2.5%
O=C(CCn1nnnc1CN1CCOCC1)N1CCC(c2ccccc2F)C1 (centres undefined) | 2.1% | -2.5% | -6.8% | -10.5% | 2.1%
COc1c(C(=O)Nc2ccc(Cc3ccncc3)cc2)ccc2ccccc12 | 17.9% | -7.2% | ? | 76.0% | i
O=C(Nc1cccc([N+](=O)[O-])c1)C1C2CC/C=C\CCC21 (centres undefined) | 2.3% | 1.0% | ? | 36.4% | 1.1%
Cc1ccc(NC(=O)c2oc3ccccc3c2COC(C)C)cc1S(=O)(=O)N1CCOCC1 | -2.0% | . | 0.5% | -5.9% | 7.4%
CCOc1ccc(Br)cc1-c1noc(-c2cccs2)n1 | 1.7% | 14.3% | 3.4% | -1.5% | 9.1%
CCOC(=O)c1cc(-c2ccc(C)o2)nn1CCC#N | 2.3% | -1.6% | 4.9% | 4.0% | 1.8%
O=C(CSc1ncnc2c1nnn2-c1ccc(F)cc1)NCc1ccco1 | -16.6% | -3.7% | 19.3% | 72.4% | 1.3%
CN(C)CCCCCNCCCNC(=O)/C=N\O | 3.0% | -7.3% | -9.1% | -6.9% | 0.3%
C=C1CCN([C@@H](CC(C)C)C(=O)Nc2ccc(OC)cc2)S(=O)(=O)c2ccccc21 | 1.0% | -8.8% | 7.8% | 17.4% | i
CCOc1ccc(/C=C/C(=O)N(CC)CC(=O)Nc2ccc3c(c2)OCCO3)cc1OCC | 0.9% | -6.3% | -12.1% | 6.5% | 10.1%
Cc1c(C(=S)Nc2ccccc2)cnn1-c1ccc([N+](=O)[O-])cc1 | 11.5% | -12.8% | 8.3% | 75.8% | 1.2%
COc1ccc(NC(=O)CCSc2ccc3ccccc3n2)cc1 | -4.3% | 8.0% | 38.9% | 12.6% | i
COc1ccc([N+](=O)[O-])cc1NC(=O)c1cn(-c2ccc(Cl)cc2)c(=O)c2ccccc12 | -7.4% | -10.7% | -5.0% | -16.7% | 2.3%
COCCNC(=O)/C(C#N)=C/c1nc(N(C)C)n(-c2ccc(F)cc2)c1Cl | 9.7% | 4.2% | -3.2% | -11.9% | i
CC(C)/C(=N/Nc1ccccc1[N+](=O)[O-])c1ccccc1 | 28.6% | 12.2% | -0.7% | 5.1% | 1.0%
O=C(CN1CCN(c2ccccn2)CC1)N1c2ccccc2CCc2ccccc21 | -5.2% | 8.7% | 2.3% | 32.5% | i
Cc1cc2cc(CN(CC3CCCO3)C(=O)c3cnccn3)c(=O)[nH]c2cc1C (centres undefined) | 3.3% | -6.0%&-4.3% | 2.9% | -18.6% | 4.4%
Cc1cc(C)cc(SCc2noc(C(=O)NCCC(C)C)c2C(=O)NCCC(C)C)c1 | -6.2% | 4.2% | 7.9% | -2.3% | i
CCOC(=O)c1c(O)c2ccccc2n(CC)c1=O | -11.9% | -4.2% | 11.1% | -1.0% | 1.1%
COc1ccc(CNc2nc3nc(C)c(Cl)c(C)n3n2)cc1 | 7.8% | 14.8% | -8.7% | -6.2% | i

Retrieved by compound from the entries so far (5):
SMILES | influenza NS1A | PhoP GFP inhibition | H37Rv inhibition | M. tuberculosis | inhibitors of VEEV | others
Cc1cc2cc(CN(CC3CCCO3)C(=O)c3cnccn3)c(=O)[nH]c2cc1C (centres undefined) | 3.3% | -6.0%&-4.3% | 2.9% | -18.6% | 4.4%
CCOC(=O)c1c(O)c2ccccc2n(CC)c1=O | -11.9% | -4.2% | 11.1% | -1.0% | 1.1%
O=C(CN1CCN(c2ccccn2)CC1)N1c2ccccc2CCc2ccccc21 | -5.2% | 8.7% | 2.3% | 32.5% | i
CCOc1ccc(/C=C/C(=O)N(CC)CC(=O)Nc2ccc3c(c2)OCCO3)cc1OCC | 0.9% | -6.3% | -12.1% | 6.5% | 10.1%
COCCNC(=O)/C(C#N)=C/c1nc(N(C)C)n(-c2ccc(F)cc2)c1Cl | 9.7% | 4.2% | -3.2% | -11.9% | i

An unsorted share of the library; any-hit rate near 1.5%.
